12-LOX inh: Primary qHTS assay for inhibitors of human arachidonate 12S-lipoxygenase (ALOX12): Round 2 | purified 12hLO, xylenol orange hydroperoxide absorbance | Potency, µM (series often up to 108 µM), for the others: at the top dose activity change, negative = inhibition, usual class: inhibitors | actives 1.1% (n = 580,000); also: potency is read from the fitted curve at half-maximal effect; % is scaled to controls: 0 for no effect and ±100 for the full control effect
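Purified human 12hLO (150 nM final) in 25 mM Hepes, 0.01% Triton X-100, pH 7.0 was preincubated 15 min at room temperature with compound. Then 40 uM arachidonic acid was added, 30 min. Hydroperoxide was read by Fe-XO absorbance ratio 573/405 nm.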
G9a inh: qHTS Assay for Inhibitors of Histone Lysine Methyltransferase G9a. G9a H3K9 monomethylation, AlphaScreen, 2 h. Potency, µM (highest dose often 102 µM), for inactives: top-dose activity, negative = inhibition, hits mostly inhibitors. actives 8.8% (n = 350,000); also: potency is read from the fitted curve at half-maximal effect; % is scaled to controls: 0 for no effect and ±100 for the full control effect; nearly all actives have a fitted effect of over 75% in size
Target sequence (Q96KQ7 913-1193 limits assumed): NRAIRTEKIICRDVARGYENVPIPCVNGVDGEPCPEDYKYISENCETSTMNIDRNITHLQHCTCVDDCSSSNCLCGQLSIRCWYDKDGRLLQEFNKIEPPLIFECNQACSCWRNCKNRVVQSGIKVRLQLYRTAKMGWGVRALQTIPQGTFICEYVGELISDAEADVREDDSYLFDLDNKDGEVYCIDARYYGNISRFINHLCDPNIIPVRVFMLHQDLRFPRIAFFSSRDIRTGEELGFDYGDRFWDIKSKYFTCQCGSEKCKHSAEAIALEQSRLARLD
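Methyltransferase reactions run at room temperature for 2 h (20 nM enzyme, 500 nM biotin-H3K9 peptide, 20 uM SAM) after a 15 min compound preincubation; product detected by AlphaScreen beads and anti-H3K9me1 antibody.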
ERG-DNA inh: qHTS for Small Molecule Inhibitors of the ERG Ets/DNA interaction; Transcriptional regulator ERG (Homo sapiens), P11308; fluorescence polarization, His-ERG Ets domain / labelled DNA; Potency, µM (top dose mostly 76.9 µM), inactives show at the highest dose FP activity, negative = inhibition, hits mostly inhibitors; actives 0.028% (n = 370,000); AID 624246, 2012; active = well fitted inhibition curve with a large enough effect in the polarisation, with a control signal flat; inconclusive = small, poorly fitted or top-dose-only effect, or effect the other way, or a change in a side signal; inactive = no such curve, though single readings can be large or run the other way; the % refers to the polarisation;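 also: polarization taken with two DNA probes labelled with fluorescein and Texas red; potency is read from the fitted curve at half-maximal effect; % of control where 0% means no effect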
Target sequence (P11308 whole entry, looked up, the tested form may be a part): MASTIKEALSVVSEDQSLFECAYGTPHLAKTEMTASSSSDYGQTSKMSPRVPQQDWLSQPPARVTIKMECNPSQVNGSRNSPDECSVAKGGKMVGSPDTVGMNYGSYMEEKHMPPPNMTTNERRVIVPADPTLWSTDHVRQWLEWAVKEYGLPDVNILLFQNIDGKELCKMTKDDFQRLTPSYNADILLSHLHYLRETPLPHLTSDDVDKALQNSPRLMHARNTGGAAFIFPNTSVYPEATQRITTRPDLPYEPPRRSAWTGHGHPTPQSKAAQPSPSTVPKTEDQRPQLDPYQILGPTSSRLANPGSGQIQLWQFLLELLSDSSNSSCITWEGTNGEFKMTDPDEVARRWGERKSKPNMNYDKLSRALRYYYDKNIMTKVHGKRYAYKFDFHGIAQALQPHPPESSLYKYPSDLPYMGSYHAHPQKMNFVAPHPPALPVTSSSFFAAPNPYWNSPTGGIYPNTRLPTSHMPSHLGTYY
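His-tagged ERG Ets domain (1 uM in the protein solution; 300mM KCl, 50mM Tris-HCl, 1mM EDTA, 1mM DTT, pH 7.5) received compound, then a probe mix of 5 nM fluorescein-DNA and 100nM Texas-615-DNA. Fluorescence polarization was read for both dyes.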
HP1b binding inh: HTS for Inhibitors of HP1-beta Chromodomain Interactions with Methylated Histone Tails; Chromobox protein homolog 1 (Homo sapiens), P83916; Potency, µM (highest dose often 114 µM), inactives show top-dose activity change, negative = inhibition, usual class: inhibitors; AlphaScreen HP1-beta / biotin-H3K9me3 peptide binding; actives 0.56% (n = 390,000); also: potency is read from the fitted curve at half-maximal effect; nearly all actives have a fitted effect of over 70% in size; inactives centre near 23
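Compound inhibition of the preformed complex between 50 nM HP1-beta and 50 nM biotinylated H3K9me3 peptide was read by AlphaScreen. Buffer was PBS pH 7.4 with 0.01% Tween-20. Incubations ran 30 min at room temperature, with 10 ug/mL donor/acceptor beads.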
RGS4 inh: Inhibitors of Regulator of G Protein Signaling (RGS) 4: qHTS; Transcreener GDP fluorescence polarization, RGS4-accelerated GTP hydrolysis; Potency, µM (series often up to 114 µM), for inactives: at the highest dose activity change, negative = inhibition, usual class: inhibitors; actives 0.039% (n = 390,000); also: potency is read from the fitted curve at half-maximal effect; % is scaled to controls: 0 for no effect and ±100 for the full control effect; nearly all actives have a fitted effect of over 75% in size; some results filed as inactive show a strong effect at the top dose
Target sequence (P49798 whole entry, looked up): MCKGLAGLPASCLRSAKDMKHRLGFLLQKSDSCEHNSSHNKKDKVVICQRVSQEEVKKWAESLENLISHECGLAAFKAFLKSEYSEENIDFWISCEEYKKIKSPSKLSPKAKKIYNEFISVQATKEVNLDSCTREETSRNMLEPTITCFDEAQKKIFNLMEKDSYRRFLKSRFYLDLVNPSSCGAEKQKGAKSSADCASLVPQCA
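MLSMR compounds (23 nl, pin-transferred) preincubated 10 min at room temperature with a 500nM (2x) first reagent, then RGS4 at 900nM (2x) plus Transcreener GDP mix added; fluorescence polarization (620/688 nm) read before and after 90 min at 30 °C.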
GLS inhibitor: qHTS for Inhibitors of Glutaminase (GLS) | Glutaminase kidney isoform, mitochondrial (Homo sapiens), O94925 | GLS enzymatic activity, qHTS titration | actives 0.21% (n = 410,000) | Potency, µM (highest dose often 45.5 µM), for inactives: top-dose activity change, negative = inhibition, most hits filed as inhibitors; also: potency is read from the fitted curve at half-maximal effect; % is scaled to controls: 0 for no effect and ±100 for the full control effect
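Enzyme dispensed in phosphate buffer (45 mM, pH 8.2, 0.02% Tween-20), compounds pinned in, then 1 mM L-glutamine solution and the glutamate oxidase–HRP–Amplex Red mix added; fluorescence read immediately and again after 30 min at room temperature.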
JMJD2A Tudor inh: qHTS Assay for Inhibitors of JMJD2A-Tudor Domain. actives 4.4% (n = 390,000). Lysine-specific demethylase 4A (Homo sapiens), O75164. Potency, µM (doses to about 114 µM), for inactives: at the highest dose activity change, negative = inhibition, most hits filed as inhibitors. AlphaScreen JMJD2A-Tudor / H3K4me3 peptide binding; also: potency is read from the fitted curve at half-maximal effect; % is scaled to controls: 0 for no effect and ±100 for the full control effect; nearly all actives have a fitted effect of over 50% in size
BAZ2B block: qHTS Assay for Inhibitors of BAZ2B; Bromodomain adjacent to zinc finger domain protein 2B (Homo sapiens), Q9UIF8; AlphaScreen BAZ2B-H3K14Ac peptide displacement; Potency, µM (titrated, usually from 114 µM), for the others: at the top dose activity change, negative = inhibition, most hits filed as inhibitors; actives 4.4% (n = 360,000); also: potency is read from the fitted curve at half-maximal effect; % is scaled to controls: 0 for no effect and ±100 for the full control effect; nearly all actives have a fitted effect of over 60% in size
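AlphaScreen displacement: compounds (up to 110uM) incubated 30 min at room temperature with a preformed 50 nM BAZ2B/50 nM biotinylated H3K14Ac peptide complex in PBS pH 7.4 with Tween-20. Donor and acceptor beads at 10 ug/mL final added, 20 min light-protected before reading.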
PI4K2A inh: qHTS for small molecular inhibitors of PI4K2A | purified PI4K2A, ADP-Glo luminescence, 1 h; hits give low values | Phosphatidylinositol 4-kinase type 2-alpha (Homo sapiens), Q9BTU6 | activity change, negative = inhibition, % at 76.9 µM | actives 0.13% (n = 420,000) | AID 1346378, 2018; in the data active = activity change below about -50%; inconclusive = mostly about -30% to -49%;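 also: -100% = wells without enzyme as full effect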
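Compounds are screened against recombinant PI4K2A using PI as substrate and ATP, the latter dispensed at 300 microM. Reactions run one hour at ambient temperature before ADP-Glo detection; full inhibition defined by wells lacking enzyme.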
* marks the source's active call; other numbers are inactive results; ? = inconclusive; . = no result given; & = joins results of further samples; [ ] = dose if it differs, or a comment. Unless noted, calls follow the shape of the dose curve; as a rule, active = well fitted curve in the direction sought with a large enough effect; inconclusive = small, poorly fitted or top-dose-only effect, or another doubt; inactive = no such curve, though single readings can be large; an effect the other way counts as inactive or inconclusive. This is a subset (hit frequency here may not be typical).

#	molecule	12-LOX inh	G9a inh	ERG-DNA inh	HP1b binding inh	RGS4 inh	GLS inhibitor	JMJD2A Tudor inh	BAZ2B block	PI4K2A inh
1	CCC(=O)c1ccc(OCC(=O)N(CC)CC2COc3ccccc3O2)cc1 (configuration not stated)	3%	2%	-6%	25%	2%	-3%	1%	3%	-1
2	CC1=C(c2ccc(F)cc2)S(=O)(=O)N=C1N1CCC(C(=O)NCCc2ccccc2C)CC1	?	0%[59 µM]	-4%	63%[activator]	-11%	-4%	-18%	-4%	2
3	C#CC[N+](CC)(CC)CC#Cc1cccc(Cl)c1	5%	71%[activator][59 µM]	1%	10%	-36%	0%	?	-3%	2
4	CCN(CC)CCCNc1nc(N)c([N+](=O)[O-])c(NCCO)n1	20%	3%	-6%	35%	13%	-4%	-12%	-1%	0
5	COc1ccccc1CNC(=O)C(=O)NCCC1CCCCN1S(=O)(=O)c1ccc(C)cc1 (configuration not stated)	-3%	16%[2.33 µM]	6%	23%	-40%	1%	-22%	5%	7
6	Cc1cc(NC(=O)c2ccccc2F)n(-c2nc3ccccc3[nH]2)n1	3%	7%	-6%	18%	-12%	3%	-18%	-3%	-3
7	CCc1ccc(/C=N/NC(=O)c2cc(-c3ccccc3OC)nc3ccccc23)s1	0%	18%[59 µM]	8%	-16%	-14%[11.4 µM]	-5%	2%[11.4 µM]	-7%	-17
8	COCC(C)Nc1ncnc2c1cnn2-c1ccc(Cl)cc1 (configuration not stated)	0%	-11%[59 µM]	4%	19%	-10%	10%	-8%	-12%	4
9	Cc1ccc(C)c(OCCn2cc(/C=C(/C#N)C(=O)NCC3CCCO3)c3ccccc32)c1 (configuration not stated)	-22%	-1%[59 µM]	-4%	4%	-8%	13%	-36%	-39%	1
10	N#CCc1c(C#N)c(N)nc(N2CCN(C=O)CC2)c1C#N	-15%	?	11%	14%	?	4%	-9%	-13%	-1
11	O=C(CCc1ccccc1)NCCc1csc(-c2cccc(F)c2)n1	-21%	3%[59 µM]	3%	28%[57 µM]	-8%	3%	6%	7%	-3
12	CC1CN(C(=O)c2ccc(Cl)c(S(=O)(=O)NCc3ccco3)c2)CC(C)O1 (configuration not stated)	-24%	41%[12.7 µM]	19%	18%	-3%	-2%	-22%	-3%	-1
13	CCOc1ccc(NC(=O)CCC(=O)NNC(=O)c2ccco2)cc1	-27%	5%	-7%	25%	-18%	-8%	-2%	1%	-5
14	Cc1csc2nc(-c3cccc(NC(=O)c4c(F)cccc4F)c3)cn12	-1%	1%[59 µM]	6%	7%[57 µM]	-1%	2%	?	-25%	5
15	O=C(CNC(=O)c1ccc(F)cc1)c1ccccc1	?	.	2%	42%[activator]	-3%	-2%	3%	12%	0
16	Cn1c(CO)cnc1S(=O)(=O)Cc1c(Cl)cccc1Cl	68%[activator]	?	-1%	45%[activator]	-4%	0%	-12%	-3%	11
17	COC(=O)C(C)Oc1ccc(-c2nccc(-c3ccccn3)n2)cc1 (configuration not stated)	0%	-10%	-15%	22%	-17%[56.9 µM]	-4%	-3%	12%	-1
18	CSc1nc(-c2ccc(Cl)cc2Cl)[nH]c(=O)c1C#N	?	19%[59 µM]	3%	4%	-32%	14%	-18%	0%	-3
19	O=C(CC1C(=O)NCCN1CC1CCCCC1)NCc1ccc(F)cc1 (configuration not stated)	-15%	-41%	-12%	22%	12%	0%	-23%	-15%	1
20	CCN1CCN(Cc2c(O)ccc3c2O/C(=C\c2ccc(C)cc2)C3=O)CC1	-19%	-11%	19%	35%	-20%	17%	-14%	?	-5
21	Nc1nnc(CCOc2ccc(Cl)cc2)s1	12%	5%[59 µM]	.	14%	32%	12%	-1%	-2%	-4
22	O=C(Nc1cccc(Cl)c1)C1CCN(C(=O)c2cccs2)CC1	?	5%	7%	4%	-1%	12%	-18%	-1%	5
23	O=C(O)CCCC(=O)Nc1ccc(N=Nc2ccccc2)cc1	-27%	-29%	-8%	20%	-35%	-2%	-29%	-6%	1
24	CCn1c(C(C)NC(C)=O)nc2ccccc21 (configuration not stated)	5%	20%	7%	36%	-26%	-12%	-4%	9%	-2
25	Cc1ccnc(NC(=O)C2CCC(CNc3c(N4CCCC4)c(=O)c3=O)CC2)c1 (configuration not stated)	12%[57.4 µM]	8%[59 µM]	1%	30%	10%	15%	-11%	2%	3
26	Cc1ccc(C)c(NS(=O)(=O)c2cc3c(cc2C)n(C)c(=O)c(=O)n3C)c1	-28%	9%[59 µM]	0%	16%	0%	31%[activator]	-14%	2%	-3
27	O=C(Cc1ccccc1Cl)Nc1ccc(S(=O)(=O)Nc2nccs2)cc1	22%	-1%	0%	32%	-23%	-1%	-19%	-22%	-1
28	O=C(COc1coc(CN2CCc3ccccc3C2)cc1=O)N1CCOCC1	-1%	45µM*	.	38%	20%	5%	-4%	0%	-1
29	Cc1ccccc1NC(=O)CS(=O)(=O)c1cccc2nsnc12	-23%	17%[59 µM]	0%	17%[57 µM]	34%	7%	-9%	-1%	-3
30	O=C(O)CN=C(NS(=O)(=O)c1ccccc1)c1ccccc1	0%	-33%	-4%	11%	-8%	-10%	-12%	2%	-9
31	CCCCNC(=O)c1onc(CSc2ccc(F)c(F)c2)c1C(=O)NCCCC	?	.	1%	109%[activator]	-6%	-1%	51%[activator]	.	-2
32	COc1cccc(OCc2nc3ccccc3n2Cc2ccccc2C)c1	1%	-5%[59 µM]	4%	66%[activator]	25%	2%	26%	29%	0
33	Brc1cccc(-c2cnco2)c1	3%	13%	0%	25%	-18%	8%	-7%	2%	2
34	COc1ccccc1CNC(=O)C1CCN(S(=O)(=O)c2cccc3cccnc23)CC1	3%	-9%	4%	30%	-23%	1%	-10%	2%	0
35	COc1ccc(C2C(=O)N(C3CCC(C)CC3)CC(=O)N2CCc2ccccc2)cc1OC (configuration not stated)	?	-3%[59 µM]	3%	-8%	14%	-2%	-20%	-4%	-8
36	COC(=O)C1Cc2c([nH]c3ccccc23)C(C(C)C)N1 (configuration not stated)	.	45µM*	8%	20%	-11%	-3%	-2%	-13%	3
37	CCOc1ccc(-c2nc(CN3CCCCC3CCn3cccn3)c(C)o2)cc1 (configuration not stated)	-1%	-41%	11%	47%[activator]	2%	0%	-26%	-18%	-5
38	CCc1cccc(NC(=O)CN(C)S(=O)(=O)c2cccc3cccnc23)c1	-8%&-18%	28%	-9%&5%	35%&26%	-16%&-4%	-16%&4%	5%&3%	-7%&3%	-1&-3
39	Cc1ccccc1N1CCN(C(=O)c2cc(C3CC3)nn2-c2ccccc2)CC1	24%	20%[59 µM]	7%	46%[activator]	21%	-6%	-14%	8%	0
40	COc1ccc(CCCc2nnc(SCc3nc4ccccc4c(=O)[nH]3)n2C)cc1	3%	0%	-5%	-10%	?	?	16µM*	1%	-10
41	S=C(Nc1ccccc1)N1CCc2ccccc21	-46%	19%[0.501 µM]	-13%	11%	-29%	20%	-25%	-6%	4
42	Cc1ccc(OCCNC(=O)c2cncc(Br)c2)cc1C	11%	.	-1%	54%	3%	8%	16%	10%	13

Compound profiles, from the list above. Values in the order: 12-LOX inh | G9a inh | ERG-DNA inh | HP1b binding inh | RGS4 inh | GLS inhibitor | JMJD2A Tudor inh | BAZ2B block | PI4K2A inh
`Brc1cccc(-c2cnco2)c1` across the screens: 3% | 13% | 0% | 25% | -18% | 8% | -7% | 2% | 2
`O=C(O)CN=C(NS(=O)(=O)c1ccccc1)c1ccccc1` across the screens: 0% | -33% | -4% | 11% | -8% | -10% | -12% | 2% | -9
`CCCCNC(=O)c1onc(CSc2ccc(F)c(F)c2)c1C(=O)NCCCC` across the screens: ? | . | 1% | 109%[activator] | -6% | -1% | 51%[activator] | . | -2

Sorted by the number under PI4K2A inh (high to low): three from the list above
No.	Compound	12-LOX inh	G9a inh	ERG-DNA inh	HP1b binding inh	RGS4 inh	GLS inhibitor	JMJD2A Tudor inh	BAZ2B block	PI4K2A inh
27	O=C(Cc1ccccc1Cl)Nc1ccc(S(=O)(=O)Nc2nccs2)cc1	22%	-1%	0%	32%	-23%	-1%	-19%	-22%	-1
26	Cc1ccc(C)c(NS(=O)(=O)c2cc3c(cc2C)n(C)c(=O)c(=O)n3C)c1	-28%	9%[59 µM]	0%	16%	0%	31%[activator]	-14%	2%	-3
40	COc1ccc(CCCc2nnc(SCc3nc4ccccc4c(=O)[nH]3)n2C)cc1	3%	0%	-5%	-10%	?	?	16µM*	1%	-10

Compound activity from PubChem.
